# Lung fibro prol: blocks proliferation of human lung fibroblasts | viability, % at 10 µM | AID 719 | 85,000 compounds, 1.1% hits | LL 47 human lung fibroblast viability, ATP luminescence; active compounds read low;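 active = viability at or below 50% in the single dose screen; inactive = viability above 50%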;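 note: compound exposure lasted 72 h before the ATP readout; 100% = median luminescence of untreated cell-only wells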
#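 Signal: luminescent ATP detection, CellTiter-Glo; assay system: LL 47 human lung fibroblasts; input: 1,150 cells/well; incubation: overnight cell rest, 72 h compound treatment at 37 °C; measure: % viability versus median cells-only luminescence; medium: IMEM growth medium with 15% fetal bovine serum; dosing: compound addition at 0.1% DMSO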
# HUVEC prolif 384: human endothelial cell proliferation inhibition; HUVEC proliferation, CellTiter-Glo luminescence, 72 h; active compounds read low; viability, % at 10 µM (by protocol); 86,000 compounds, 1.1% hits; AID 648;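 active = viability at or below 30%; inactive = viability above 30%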;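 note: 100% = median luminescence of DMSO-only cell control wells on each plate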
# H69AR inhibit: blocks growth of human H69AR lung tumor cells; viability, % at 10 µM; 85,000 compounds, 6% hits; AID 598; H69AR lung tumor viability, ATP luminescence, 72 h; active compounds read low;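 active = viability at or below 40%; inactive = viability above 40%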;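 note: multidrug resistant small cell line overexpressing MRP-1 efflux transporter; 100% = mean luminescence of untreated control wells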
# Pyk2 oligo antag: Pyk2 (human) oligomerization antagonism; 99,000 compounds, 0.83% hits; z-score (the deposit names both 25 µM and 10 µM); Q293 cells, Pyk2 FERM NanoBiT luminescence; active compounds read low; Q14289; AID 1347419;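 active = Z-score of -3 or lower, scaled per plate to the spread of control and sample wells; inactive = z-score above -3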;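 note: negative z-score means lost luminescence so less FERM oligomerization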
# Target sequence (Q14289 whole entry, looked up): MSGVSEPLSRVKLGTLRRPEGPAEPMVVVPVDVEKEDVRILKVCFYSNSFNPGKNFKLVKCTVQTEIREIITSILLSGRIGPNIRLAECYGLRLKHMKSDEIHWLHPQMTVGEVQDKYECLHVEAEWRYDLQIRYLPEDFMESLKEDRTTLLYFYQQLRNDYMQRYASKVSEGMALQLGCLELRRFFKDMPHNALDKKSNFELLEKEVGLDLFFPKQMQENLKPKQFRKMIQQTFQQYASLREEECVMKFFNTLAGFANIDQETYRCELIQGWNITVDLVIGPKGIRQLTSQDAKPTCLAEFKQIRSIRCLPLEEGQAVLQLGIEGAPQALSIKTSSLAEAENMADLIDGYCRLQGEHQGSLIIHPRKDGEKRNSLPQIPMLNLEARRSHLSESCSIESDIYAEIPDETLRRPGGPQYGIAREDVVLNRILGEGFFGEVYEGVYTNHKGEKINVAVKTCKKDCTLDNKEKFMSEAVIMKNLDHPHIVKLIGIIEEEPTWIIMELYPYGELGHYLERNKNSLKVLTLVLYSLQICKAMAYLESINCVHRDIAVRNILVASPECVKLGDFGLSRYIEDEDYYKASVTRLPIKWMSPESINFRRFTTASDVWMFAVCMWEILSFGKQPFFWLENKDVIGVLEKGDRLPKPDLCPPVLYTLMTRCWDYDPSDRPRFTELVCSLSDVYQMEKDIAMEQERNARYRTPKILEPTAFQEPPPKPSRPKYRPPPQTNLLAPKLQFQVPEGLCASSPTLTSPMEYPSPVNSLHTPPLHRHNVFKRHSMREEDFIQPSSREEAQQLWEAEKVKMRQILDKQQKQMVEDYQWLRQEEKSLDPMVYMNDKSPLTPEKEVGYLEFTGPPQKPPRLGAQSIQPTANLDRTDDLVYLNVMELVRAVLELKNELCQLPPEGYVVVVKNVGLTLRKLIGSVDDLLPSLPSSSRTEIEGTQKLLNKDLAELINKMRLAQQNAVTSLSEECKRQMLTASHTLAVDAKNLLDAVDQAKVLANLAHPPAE
# HUVEC tox TNFa: toxic to HUVEC cells under TNF alpha stimulation; AID 848; cell count reduction, % at 2 µM; HUVEC TNFalpha-stimulated, Hoechst cell count, imaging; 93,000 compounds, 0.17% hits;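 active = cell count reduction exceeding the screen mean by over 5 SD, scaled to untreated wells per plate, cut at about 78% in these data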;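 note: cells counted after 24 h of TNF alpha exposure following the 1 h pretreatment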
# HUVEC tox IL1B: toxic to HUVEC cells under IL-1B stimulation; HUVEC cell count loss, Hoechst imaging, IL-1B stimulated; cell count reduction, % at 2 µM; 94,000 compounds, 0.41% hits; AID 845;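 active = cell count reduction more than 3 SD above the screen-wide mean, cut at about 70% in these data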;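 note: normalized per plate to untreated control cells as the no-loss baseline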
# cytoskel mod: alters cytoskeleton assembly in HUVEC cells; HUVEC TNFa F-actin phalloidin imaging, high content; inhibition, % at 2 µM; 91,000 compounds, 0.18% hits; AID 836;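 active = inhibition above the batch mean plus 3 SD and confirmed as a hit by visual image inspection, cut at about 30% in these data, passing the limit was not always enough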; note: strong numbers were not always called active
# VCAM1 TNFa inh: reduces TNF alpha induced VCAM1 expression in HUVEC; HUVEC TNFa-induced VCAM-1 immunofluorescence, high-content imaging; 95,000 compounds, 0.48% hits; AID 802; inhibition, % at 2 µM;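 active = inhibition above the batch mean plus 3 SD, with images confirmed as a hit by eye, cut at about 37% in these data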;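 note: 0% = TNF-stimulated DMSO wells and 100% = unstimulated control wells; not every result past the cut was called active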
# Smad3 inh: inhibitors of human Smad3 transcription factor binding | P84022 | TR-FRET Smad3/Dy647-FoxH1 peptide binding, europium anti-His | inhibition, % at 25 µM | 88,000 compounds, 0.29% hits;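 active = compounds that reduce the energy-transfer binding signal between the protein and its labelled peptide by more than half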;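 note: 0% = Smad3 plus labelled peptide maximal FRET and 100% = peptide-only background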
# Numbers without * were called inactive; x = no result given; [ ] = remark or other dose.
SMILES	Lung fibro prol	HUVEC prolif 384	H69AR inhibit	Pyk2 oligo antag	HUVEC tox TNFa	HUVEC tox IL1B	cytoskel mod	VCAM1 TNFa inh	Smad3 inh
COc1ccc(OC)c(N2C(=O)NC(=O)C(CCc3ccncc3)(CCc3ccncc3)C2=O)c1	102.2	96.8	87.8	0.76	-16.1	12.0	2.3	16.2	-5.8
CCCCNC(=O)Nc1ccc(C(O)(C(=O)OC)C(F)(F)F)cc1 (centres undefined)	95.3	97.3	94.1	0.05	-15.9	-5.3	41.3	3.8	6.4
CC(C)CNC(=O)c1c(N)n(Cc2ccco2)c2nc3ccccc3nc12	75.6	65.7	33.9*	0.66	6.5	-7.6	0.9	-24.4	-10.1
CCCCOC(=O)C1=C(N)OC2=C(C(=O)CCC2)[C@]12C(=O)Nc1ccccc12	95.1	90.2	92.0	-0.27	-39.4	-39.2	x	-0.1	3.5
CN1CCCC(C(=O)c2ccccc2)C1 (centres undefined)	101.2	106.1	96.7	0.91	-44.0	-28.7	21.2	9.8	2.7
CCN(CC)CCN=Cc1c(O)n(Cc2ccccc2)c(=O)[nH]c1=O	99.7	98.7	99.5	1.18	-3.0	-7.9	-9.4	1.4	-5.9
Nc1ccc(C(=O)N/N=C2/CN3CCC2CC3)cc1	100.5	91.7	112.2	-0.24	-11.8	-2.8	-6.0	1.7	1.2
COc1ccc(C2SCC(=O)Nc3c2c(=O)[nH]n3C2CCCCCC2)cc1OC (centres undefined)	102.1	102.6	82.4	-0.76	x	x	x	x	-1.6[fluorescence artefact?]
CCOc1cccc(N2C(=O)CC(=O)NC2=O)c1	99.2	94.1	97.0	-0.36	3.0	-153.3	7.8	16.1	-5.0
O=C(Nc1ccc(Cl)cc1)Nc1nccs1	55.8	53.5	29.2*	-0.74	-5.8	1.0	-8.2	-7.6	2.2
COc1ccc(CN2CCN(Cc3ccccc3)CC2)c(OC)c1	95.4	95.3	101.2	-0.22	x	x	x	x	5.7
CC(=NCc1cccnc1)c1c(O)n(C2CCCCC2)c(=O)[nH]c1=O	99.3	107.7	88.3	-1.85	-50.0	-40.6	19.3	-15.7	-3.0
C=CCn1c(O)c(C(C)=Nc2cc(OC)ccc2OC)c(=O)[nH]c1=O	102.5	106.0	97.0	0.02	-8.6	-33.8	48.5	-21.8	6.7
Cn1c(O)c(C=NC2CC(C)(C)NC(C)(C)C2)c(=O)n(C)c1=O	99.0	90.6	77.1	0.2	17.2	21.9	-7.5	-26.8	3.1
Cc1ccc2cccc(OC(=O)N(C)c3ccccc3)c2n1	98.0	94.9	98.3	0.77	x	x	x	x	-0.1
O=S1(=O)CC2(N3CCOCC3)CCCCC21 (centres undefined)	101.3	94.0	92.3	-0.2	x	x	x	x	-0.7
O=P(OCC(F)(F)C(F)F)(N1CCCCC1)N1CCCCC1	99.0	93.6	100.3	0.24	-9.3	10.4	-25.0	3.8	-5.7
Cc1oc(-c2cccs2)nc1CSCC(=O)N1CCC2(CC1)OCCO2	100.7	101.0	87.8	0.96	-11.3	x	-11.7	9.0	2.5
CCOC(=O)C1CCN(/C=C2/C(=O)NC(=O)N(c3ccc(OCC)cc3)C2=O)CC1	94.5	91.0	102.2	0.05	-23.3	-2.1	15.1	-16.1	2.5
CC(=O)c1c(C)n(C(C)C)c2ccc(O)cc12	x	92.9	98.6	x	3.9	0.8	7.0	-3.5	8.7[fluorescence artefact?]
CCCOC(=O)c1c(N)n(Cc2cccs2)c2nc3ccccc3nc12	96.4	74.5	41.5	-1.48	-7.8	16.2	-12.5	4.0	-2.5
Cc1ccc(C2NC(=S)NC(c3ccc(C)cc3)C23C(=O)NC(=O)NC3=O)cc1 (centres undefined)	x	x	x	0.27	-20.0	-17.5	35.4	0.1	x
C#CCNc1ccncc1S(=O)(=O)NC(=O)NC(C)C	96.9	94.3	103.3	0.01	-4.1	-24.4	12.6	5.7	4.0
Nc1ccc(N2CCN(Cc3ccccc3Cl)CC2)c(Cl)c1	98.9	97.3	92.4	-0.51	x	8.1	4.9	31.9	-2.4
CCC1(CC)C(=O)NC(=Nc2cccc(C(F)(F)F)c2)NC1=O	110.8	97.8	103.3	0.89	5.8	8.8	-11.9	4.4	4.6
C=CCN1C(=O)NC(=O)/C(=C/c2ccc(OC)c(CSc3ccccn3)c2)C1=O	96.4	91.7	96.5	0.31	-4.3	1.3	12.0	13.3	-17.4
COc1cc(CN2CC3CC(C2)c2cccc(=O)n2C3)cc(OC)c1OC (centres undefined)	94.0	101.1	86.7	0.69	-20.2	-46.0	19.9	4.4	4.2
CN(C)CCc1nn[nH]n1	95.5	102.1	98.0	0.34	-6.2	24.4	5.0	-8.0	5.3
COc1ccc(C2SCC(=O)Nc3c2c(=O)[nH]n3C2CCCCC2)cc1 (centres undefined)	103.7	109.4	98.2	-0.48	-44.6	-22.7	23.0	-19.9	-5.3
O=C(c1cccn2c(=O)c3ccc(Cl)cc3nc12)N1CCC2(CC1)OCCO2	93.8	94.4	94.0	-0.36	-10.1	-6.7	18.3	10.6	2.3
N=C1c2ccccc2CN1NC(=O)c1ccc(F)cc1	x	x	x	1.54	19.7	-17.5	-25.1	-19.6	x
CC(C)NS(=O)(=O)c1ccc(OCC(=O)N2CCN(Cc3ccc4c(c3)OCO4)CC2)c(Cl)c1	93.1	80.5	92.2	0.96	-9.6	-48.9	10.4	8.9	-0.5
CN1CCN(Cc2nc3ccccc3n2C)CC1	97.0	101.5	96.1	0.19	-28.8	2.0	x	-0.3	-7.1
COc1ncccc1C(=O)NCC(CC(=O)O)c1ccccc1 (centres undefined)	92.5	95.8	108.0	0.32	x	x	x	x	-3.0
O=C(NC(Oc1ccccc1)C(Cl)(Cl)Cl)c1ccccc1 (centres undefined)	x	x	x	1.39	-15.6	-30.3	13.2	-11.2	x
N[C@@H](Cc1c[nH]c2ccccc12)c1nnc(SCc2ccc(F)cc2)o1	94.2	82.1	97.8	0.29	2.0	13.9	3.6	4.5	5.0
COc1ccc(-n2c(O)c(C(C)=NCCN3CCNCC3)c(=O)[nH]c2=O)cc1	96.5	99.0	90.8	0.05	5.7	-26.7	-15.4	4.1	-3.0
CN(C)P1(N(C)C)=NC(C(F)(F)F)=NC(C(F)(F)F)=N1	99.1	97.1	91.2	0.09	x	x	x	x	-0.8
CCN1C(=O)c2ccccc2Sc2ccc(C(=O)N3CCC4(CC3)OCCO4)cc21	101.0	111.0	71.1	1.95	-13.3	6.5	9.7	-3.3	5.8
N=c1n(CCO)c2ccccc2n1Cc1ccccc1	89.2	93.5	86.4	3	-22.3	-14.6	7.4	12.9	8.6
CCN(CC)c1ccc(N=Cc2c(O)n(-c3ccc(OC)cc3)c(=O)[nH]c2=O)cc1	108.2	92.3	61.2	-1.84	-22.5	16.2	-9.8	-44.6	3.3
COc1ccc(S(=O)(=O)NCc2ccc(C(=O)N3CCC4(CC3)OCCO4)cc2)cc1	x	x	x	2.17	-3.3	-40.3	-7.4	6.1	x
CC(c1ccc(F)cc1)n1cc(C(=O)NCc2ccc3c(c2)OCO3)nn1 (centres undefined)	105.8	92.2	106.9	1.09	-17.5	-6.3	4.3	-13.7	0.2
Clc1ccc2c(c1)C(c1ccccc1Cl)=NCc1nnc(N3CCN(CCSc4ccccc4)CC3)n1-2	x	x	x	-0.48	-8.6	-21.2	10.1	8.9	x
CCOC(=O)C1C2c3ccccc3O[C@@]1(C)N=C1SCC(=O)N12 (some centres undefined)	97.8	95.7	x	-0.58	-29.2	2.7	23.4	-10.0	3.3
N#Cc1ccccc1Cn1cc(C(=O)c2cccs2)c2ccccc21	87.7	89.4	89.5	-2.59	-16.6	-58.0	8.8	0.6	1.1
N#Cc1c(/N=C/c2c(O)n(Cc3ccco3)c(=O)[nH]c2=O)sc2c1CCCC2	103.2	95.6	86.8	0.08	-19.6	-13.5	3.0	4.8	23.2[fluorescence artefact?]
Cc1cccc(N2C(=O)NC(=O)/C(=C\c3cnn(-c4ccccc4)c3)C2=O)c1	x	x	x	-0.14	-14.1	9.3	5.4	19.9	x
O=c1c2ccccc2nc(-c2ccco2)n1-c1nccs1	105.2	88.3	93.0	-0.88	0.7	-16.7	-2.0	16.2	-1.7
COc1ccc(-c2nc3ccccc3c(=O)n2-c2nccs2)cc1	x	x	x	0.51	-9.3	14.0	4.2	-8.4	x
c1ccc(CN2CCN(Cc3ccc4c(c3)OCCO4)CC2)cc1	x	x	x	0.48	0.0	-31.4	6.9	4.5	x
O=C(CN1CCOCC1)Nc1ccc(Br)cc1C(=O)c1ccccc1	94.2	99.5	77.3	0.81	-24.5	-31.9	-4.0	24.8	-9.8
CC(=NC1CCN(Cc2ccccc2)CC1)c1c(O)n(C)c(=O)n(C)c1=O	89.9	91.3	x	0.21	-8.4	-1.8	33.9	-15.1	-2.6
CCN(CC)CCN=Cc1c(O)n(CCc2ccccc2)c(=O)[nH]c1=O	97.3	99.5	104.2	0.72	-26.9	-16.2	24.7	6.3	-3.4
COc1ccc(Cn2c(N)c(C(=O)NCc3ccco3)c3nc4ccccc4nc32)cc1OC	76.3	75.7	43.1	-1.86	19.5	-7.2	0.2	-13.7	11.1
CN1CCN(c2cc(N3CCCC3)c([N+](=O)[O-])cc2F)CC1	x	x	x	-1.42	10.8	-27.4	-17.3	-0.4	x
CN1CC=C(c2c[nH]c3ccccc23)CC1	96.4	89.9	87.1	x	x	x	x	x	0.3
CC(=O)c1ccc(OC(NC(=O)c2ccco2)C(Cl)(Cl)Cl)cc1 (centres undefined)	x	x	x	1	-4.0	-2.0	-17.6	10.3	x
Cc1c(N=Cc2c(O)n(Cc3ccc(F)cc3)c(=O)[nH]c2=O)c(=O)n(-c2ccccc2)n1C	91.8	102.6	86.0	-0.59	11.4	21.0	-10.0	11.3	19.0
CCOC(=O)c1c(N)n(Cc2ccc(OC)cc2)c2nc3ccccc3nc12	86.8	75.2	81.0	x	-11.2	13.3	29.8	7.3	8.6

# Next section.
SMILES	Lung fibro prol	HUVEC prolif 384	H69AR inhibit	Pyk2 oligo antag	HUVEC tox TNFa	HUVEC tox IL1B	cytoskel mod	VCAM1 TNFa inh	Smad3 inh
Cn1c(=O)cc(OCC(=O)N2CCC3(CC2)OCCO3)c2ccccc21	101.8	99.2	93.5	0.24	x	x	x	x	7.9
CN1CCN(c2ccc([N+](=O)[O-])c(N/N=C3\CN4CCC3CC4)c2)CC1	x	x	x	-1.1	-1.6	-22.6	42.6	-7.9	x
C=C1N2CCC(CC2)C1(O)c1ccc(C)cc1 (centres undefined)	92.0	85.6	92.8	0.43	0.8	17.9	6.5	8.2	-8.6
C/C(Cl)=C/CC1(CN2CCCC2=O)C(=O)NC(=O)NC1=O	99.4	98.0	87.8	-0.09	-17.5	-11.3	13.1	-106.0	3.9
CC(C)N1C(=O)/C(=C/C=C/c2ccco2)C(=O)N(Cc2ccco2)C1=O	x	x	x	0.08	-7.9	-1.6	4.2	23.9	x
C=C1C(O)(c2ccccc2)C2CC[N+]1(C)CC2 (centres undefined)	95.9	96.1	99.4	0.07	-25.5	-17.8	-1.4	11.0	-3.7
CN(C)C(Cc1ccccc1)C(=O)c1ccc(-c2ccccc2)cc1 (centres undefined)	x	x	x	-1.31	-23.8	-12.2	-10.6	15.0	x
Cn1c(O)c(C(=N)COc2cccc(Cl)c2)c(=O)n(C)c1=O	x	x	x	1.39	-12.9	-14.3	20.4	5.1	x

# Source: PubChem (several laboratories)

# Not all compounds are listed, so the mix of outcomes need not match the whole.
